LYPLA1 inh – LYPLA1 (human) inhibition in PME1 counter-screen; recombinant LYPLA1, FP-Rh probe fluorescence polarization; 0.16% of 320,000 active; inhibition, % at 5.9 µM; O75608;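 active means inhibition above the mean of all tested compounds plus 3 SD, set per campaign, cut at about 14% in these data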;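 further: inhibitors block serine hydrolase probe labeling of LYPLA1 so polarization falls; 0% = enzyme with DMSO and 100% = wells lacking LYPLA1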
Target sequence (O75608 whole entry, looked up): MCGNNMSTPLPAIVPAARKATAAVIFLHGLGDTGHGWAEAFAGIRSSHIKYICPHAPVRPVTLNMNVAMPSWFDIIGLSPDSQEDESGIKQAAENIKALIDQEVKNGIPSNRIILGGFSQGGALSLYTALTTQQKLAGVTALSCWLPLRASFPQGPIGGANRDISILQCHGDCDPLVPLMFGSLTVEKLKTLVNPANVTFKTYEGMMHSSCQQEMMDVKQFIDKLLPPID
PAFAH1B2 inh – inhibitors of human PAFAH1B2 | P68402 | recombinant PAFAH1B2, FP-rhodamine activity probe, fluorescence polarization | inhibition, % at 3.39 µM | 1.2% of 340,000 active | AID 492953;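 active means inhibition above the mean of all tested compounds plus 3 SD, cut at about 24% in these data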;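 further: 0% = enzyme with DMSO and 100% = wells lacking PAFAH1B2; many of its hits are not listed in these tables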
LYPLA2 inh – counter-screen for PME1 inhibitors: inhibitors of human LYPLA2. inhibition, % at 5.9 µM. 0.38% of 320,000 active. recombinant LYPLA2, FP-Rh probe fluorescence polarization. O95372. AID 2177;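 active means inhibition above the screen-wide mean plus 3 SD, limit set per campaign, cut at about 26% in these data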;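 further: 0% = LYPLA2 with DMSO and 100% = wells lacking LYPLA2 enzyme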
PREPL inhibitor – inhibits the human prolyl oligopeptidase-like enzyme; Q4J6C6; recombinant PREPL, fluorescence polarization activity-based probe; inhibition, % at 5.96 µM; 0.68% of 320,000 active; AID 2751; in the data active means inhibition above about 43%;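 further: 0% = enzyme with DMSO and 100% = wells lacking enzyme; many of its hits are not listed in these tables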
Target sequence (Q4J6C6 whole entry, looked up): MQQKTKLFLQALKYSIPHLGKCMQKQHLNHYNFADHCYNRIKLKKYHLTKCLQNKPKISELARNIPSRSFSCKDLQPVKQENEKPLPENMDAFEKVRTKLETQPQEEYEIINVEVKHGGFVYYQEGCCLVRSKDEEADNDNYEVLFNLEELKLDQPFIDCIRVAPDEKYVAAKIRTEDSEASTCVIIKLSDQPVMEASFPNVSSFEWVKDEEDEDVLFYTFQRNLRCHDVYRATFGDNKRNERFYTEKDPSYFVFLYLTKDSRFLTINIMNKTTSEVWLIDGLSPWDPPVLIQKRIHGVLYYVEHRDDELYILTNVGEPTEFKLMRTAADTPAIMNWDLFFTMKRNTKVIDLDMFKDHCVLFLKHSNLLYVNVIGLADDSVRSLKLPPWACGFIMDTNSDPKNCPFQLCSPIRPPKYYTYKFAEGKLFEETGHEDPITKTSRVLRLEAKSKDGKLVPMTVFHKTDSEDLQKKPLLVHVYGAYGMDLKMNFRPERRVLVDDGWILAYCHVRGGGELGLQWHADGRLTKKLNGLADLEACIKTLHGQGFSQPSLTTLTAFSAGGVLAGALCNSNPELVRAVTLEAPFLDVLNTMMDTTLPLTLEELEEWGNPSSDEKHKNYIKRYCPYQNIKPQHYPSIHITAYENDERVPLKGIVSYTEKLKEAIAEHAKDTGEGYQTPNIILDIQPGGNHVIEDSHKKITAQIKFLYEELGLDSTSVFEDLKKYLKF
PAFAH2 inh – inhibitors of human PAFAH2; inhibition, % at 3.39 µM; 0.99% of 340,000 active; Q99487; AID 492956; recombinant PAFAH2, FP-rhodamine activity probe, fluorescence polarization;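 active means inhibition above the mean over all tested compounds plus 3 SD, cut at about 30% in these data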;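 further: inhibitors block probe labeling of enzyme so polarization drops; 0% = enzyme with DMSO and 100% = wells lacking PAFAH2 protein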
PAD4 FP inh – inhibitors of human PAD4; Q9UM07; recombinant PAD4, RCA probe fluorescence polarization; inhibition, % at 6.36 µM; 0.41% of 330,000 active;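 active means percent inhibition above a cutoff equal to the mean of all tested compounds plus 3 SD, cut at about 15% in these data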;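 further: 0% = PAD4 with RCA probe and DMSO and 100% = probe without PAD4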
GSTO1 counter – counter-screen for RBBP9 inhibitors: inhibitors of human GSTO1; P78417; recombinant GSTO1, activity-based probe fluorescence polarization; inhibition, % at 5.96 µM; 1.1% of 300,000 active; AID 1974;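 active means inhibition above the campaign mean inhibition plus 3 SD, cut at about 35% in these data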;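 further: 0% = GSTO1-1 with DMSO and 100% = wells lacking GSTO1-1 enzyme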
PAFAH1B3 inh – inhibitors of human PAFAH1B3 | AID 492972 | Q15102 | 0.28% of 340,000 active | recombinant PAFAH1B3, FP-rhodamine probe, fluorescence polarization | inhibition, % at 3.39 µM;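 active means inhibition above the screen-wide average of all tested compounds plus 3 SD, cut at about 25% in these data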;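 further: 0% = enzyme with DMSO only and 100% = wells lacking PAFAH1B3 protein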
pPAFAH FP inh – pPAFAH (human) enzyme inhibition; inhibition, % at 3.39 µM; 1.5% of 330,000 active; recombinant pPAFAH, FP-rhodamine probe fluorescence polarization; Q13093; AID 463082;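 active means inhibition above the mean inhibition across the screen plus 3 SD, cut at about 25% in these data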;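 further: inhibitors block binding of the rhodamine activity-based probe so polarization drops; 0% = enzyme with DMSO and 100% = wells lacking pPAFAH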
Active calls of the source: *; nt = no result given.

SMILES	LYPLA1 inh	PAFAH1B2 inh	LYPLA2 inh	PREPL inhibitor	PAFAH2 inh	PAD4 FP inh	GSTO1 counter	PAFAH1B3 inh	pPAFAH FP inh
COc1ccc(NC(=O)C(=O)NCCC2CCCCN2S(=O)(=O)c2ccc(F)cc2)cc1 (centres undefined)	-3	2	3	-2	2	-5	-7	9	3
Cc1cccc(NC(=O)C2CC(=O)N/C(=N/N=C/c3ccco3)S2)c1 (centres undefined)	-5	0	1	3	1	1	3	-2	4
Cc1c(C#N)c(O)[nH]c(=O)c1N=Nc1ccc(S(N)(=O)=O)cc1	2	9	7	12	47*	-4	2	14	19
CS(=O)(=O)c1ccc(Sc2nc3ccccc3s2)c([N+](=O)[O-])c1	5	0	1	7	17	11	11	-21	0
Cc1ccc(NC(=O)Cc2ccc(-c3ccccc3)cc2)nc1	-5	1	-6	-5	3	-1	-3	-6	7
Cc1cccc(C)c1NC(=S)N(Cc1cccs1)C1CCCC1	4	2	1	9	8	1	0	9	6
CC1CCN(c2ncnc3c2cnn3-c2ccccc2)CC1	1	-3	0	-5	-6	1	4	5	4
CNC(=O)COc1ncnc2sc(C)c(C)c12	5	3	0	-5	5	-3	8	3	-7
O=[N+]([O-])c1cc([N+](=O)[O-])c(Oc2cc(F)cc(F)c2F)cc1NN1CCCCC1	1	0	0	-1	0	-4	15	-1	-2
Cc1ccc(NC(=O)Nn2cnnc2)cc1Cl	2	1	3	-6	-10	-3	-1	2	5
Cc1ccc(OCC(=O)Nc2ccc(Cl)cc2)c(-n2nc3ccccc3n2)c1	0	1	2	0	-12	3	-5	3	-2
O=C(Nc1ncc(Cc2ccccc2Cl)s1)C1CCCO1 (centres undefined)	3	11	3	10	-7	2	8	3	3
CCn1c(SCc2nc3ccccc3s2)nnc1-c1cccs1	-3	-5	-4	15	-4	-5	0	3	4
O=C(c1ccc(Cl)c(S(=O)(=O)N2CCc3ccccc3C2)c1)N1CCN(c2ccccc2)CC1	3	6	7	-8	-3	0	-1	2	-1
CC(OC(=O)c1ccc(Cl)c(S(N)(=O)=O)c1)C(=O)NCc1ccc2c(c1)OCO2 (centres undefined)	2	5	7	5	-1	1	2	-3	3
O=C(CNC(=O)c1ccccc1)OCC(=O)N1N=C(c2ccc(Cl)cc2)CC1c1ccco1 (centres undefined)	-5	0	-3	-111	9	-8	3	9	14
Cc1ccc(SCc2cc(=O)[nH]c(Nc3nc(C)c4cccc(C)c4n3)n2)cc1	0	7	-2	5	-16	2	1	-4	-2
COc1cc(C2/C(=C(\O)c3ccc4c(c3)CC(C)O4)C(=O)C(=O)N2CCCn2ccnc2)ccc1O (centres undefined)	-3	-1	-8	3	4	-8	11	2	-7
CN(C)CCN1C(=O)c2oc3ccccc3c(=O)c2C1c1ccc(F)cc1 (centres undefined)	3	-1	6	-8	-5	1	6	1	-1
COc1ccc(CCNC(=O)CC2Nc3ccccc3NC2=O)cc1OC (centres undefined)	0	-1	8	9	-8	1	7	4	2
S=c1[nH]nc(-c2c[nH]c3ccccc23)o1	2	5	5	12	-1	8	-2	6	-1
CCCCc1ccc(NC(=O)Cn2c(=O)c(N3CCCCC3)c(N)n(C)c2=O)cc1	nt	3	nt	2	0	-4	nt	8	19
COc1ccc(-n2c(NN)nc3sc4c(c3c2=O)CCCC4)cc1	-2	3	7	25	-3	0	-6	3	22
CC(=O)N(c1ccc(C)cc1)c1nc(C)cc(C)c1C#N	3	4	20	-2	3	-1	9	0	-2
Cc1cccc2c(C(=O)N3CCCCC3)cc(-c3ccccc3)nc12	-1	3	0	4	-3	-5	0	0	1
CC(=O)Nc1cccc(C(=O)NC(C)c2ccc(S(N)(=O)=O)cc2)c1 (centres undefined)	-1	3	4	11	3	-1	9	7	3
CC1=CC(C)(C)N(C(=O)CSc2nnc(-c3ccc(C)cc3)o2)c2ccc(C)cc21	-2	1	0	-2	-5	-5	-5	6	-1
Cc1ccc(NC(=O)NC(=O)N(C(C)C)S(C)(=O)=O)nc1	-1	-3	7	7	-3	-5	12	-1	-5
Cc1cc(O)c(C(C)C)cc1NC(=O)Cn1nc(C)c2ccccc2c1=O	-2	1	-3	-11	-3	5	3	6	1
COc1ccc(CCNC(=O)COc2coc(CN3c4ccccc4CC3C)cc2=O)cc1OC (centres undefined)	1	11	-1	8	7	2	1	2	3
CC(C)Oc1ccc(S(=O)(=O)N2CCOCC2)cc1NC(=O)c1ccc(N2CCCC2=O)cc1	-14	7	7	11	-2	-3	-9	1	0
CS(=O)(=O)c1ccc(Cl)c(NC(=O)CSC(=S)N2CCCC2)c1	-3	3	3	-7	-2	0	-4	7	-3
CN(CCCC(=O)Nc1nccs1)S(=O)(=O)c1ccc(Cl)cc1	4	3	2	-8	5	2	11	4	2
CC(C)(C)C(=O)CC1(O)C(=O)N(Cc2ccccc2)c2ccccc21 (centres undefined)	0	-1	5	4	-7	0	9	5	0
CC(/C=C/c1ccco1)=N\NC(=O)CNc1ccc2ccccc2c1	4	6	2	25	2	-2	8	0	14
CCc1ccc(C(=O)NNC(=O)c2cc(S(=O)(=O)N(C)C)ccc2N2CCCC2)cc1	2	4	0	-1	-8	-1	1	0	5
COCCN(C(=O)COC(=O)c1c(NC(C)=O)sc(C)c1C)c1c(N)n(Cc2ccccc2)c(=O)[nH]c1=O	4	3	-1	4	5	-1	11	4	2
O=C(O)CCC(=O)NCc1ccc2[nH]c3c(c2c1)CCCC3	2	6	7	-5	6	0	13	15	6
CCOC(=O)CCCNC(=O)COc1ccccc1C#N	3	5	1	8	1	-1	-2	5	1
Cc1cccc(N2CN=c3s/c(=C\c4ccccn4)c(=O)n3C2)c1	-3	5	-1	-4	7	-2	0	4	3
CC(=O)Nc1ccc(S(=O)(=O)N(C)Cc2cnn(C)c2)cc1	2	-1	2	1	-2	1	0	7	9
CC1CCN(c2nnc(-c3cccs3)c3ccccc23)CC1	-1	3	9	4	4	-6	2	11	-3
O=C(CCN1CCN(c2ccccc2)CC1)N/N=C/c1ccccc1OC(F)F	0	-1	2	13	-4	0	1	6	6
COC(=O)CSc1nc2ccccc2c(=O)n1Cc1ccccc1	-1	3	-3	-2	-6	-9	3	9	5
COc1ccc(-c2csc3nc(C)nc(N4CCN(c5ccc(C(C)=O)cc5)CC4)c23)cc1OC	-3	1	3	14	6	6	-1	12	4
COc1cc2cnc(-c3ccccc3)c(-c3cc(OC)c(OC)c(OC)c3)c2cc1OC	1	-6	1	17	-8	0	nt	15	2
C[C@@H]1CN([C@H](C)CO)C(=O)c2cccc(NC(=O)NC3CCCCC3)c2O[C@@H]1CN(C)C(=O)Nc1ccc(C(F)(F)F)cc1	nt	64*	nt	15	4	6	nt	13	7
Cc1cc(NC(=O)COC(=O)C(Nc2ccc(C(F)(F)F)cc2Cl)C(C)C)no1 (centres undefined)	-15	10	-27	6	-4	-4	2	3	5
S=C(NCCN1CCOCC1)N/N=C/c1c2ccccc2cc2ccccc12	1	5	-9	26	-5	-3	-4	-5	10
Cc1ccccc1C(=O)OC(C)C(=O)NCc1ccc2c(c1)OCO2 (centres undefined)	-2	2	-1	-6	1	1	nt	9	4

(listing goes on)
SMILES	LYPLA1 inh	PAFAH1B2 inh	LYPLA2 inh	PREPL inhibitor	PAFAH2 inh	PAD4 FP inh	GSTO1 counter	PAFAH1B3 inh	pPAFAH FP inh
Cc1ccc(S(=O)(=O)N2CCOCC2)cc1NC(=O)CSCc1c(C)noc1C	1	1	7	7	0	-1	nt	8	-6
O=C(Nc1ccc2c(c1)OCCO2)c1cnc2ccccn2c1=O	2	-2	0	0	3	-5	8	-2	4
CC(C)(C)NC(=O)Cn1cnc([N+](=O)[O-])n1	0	-5	-4	9	6	3	-3	6	-5
O=C(NCc1cccs1)c1cc(-c2ccc(O)cc2)on1	0	2	-4	8	7	-3	-9	2	4
CCN(CC)CCCNc1cc(C)nc2cc(-c3cccs3)nn12	-2	3	-6	-8	-1	-1	6	1	4
Cc1cc(NC(=O)Nc2cc(C)nn2-c2ccccc2)n(-c2ccccc2)n1	1	4	1	-3	3	0	-4	8	-2
CC(C)CC(=O)N(Cc1ccc(F)cc1)C1CCS(=O)(=O)C1 (centres undefined)	0	6	-3	10	4	1	1	4	-1
Cc1nn(-c2ccc(Cl)cc2)c2[nH]c(CCl)cc(=O)c12	-2	-1	-5	-1	1	-1	97*	3	0
COc1cc(OC)cc(C(=O)OCC(=O)Nc2ccc(N3CCCCC3)cc2)c1	2	0	4	-3	5	-3	-3	5	1
NC(=O)[C@@H]1CCOc2c(F)cc([N+](=O)[O-])cc2C(=O)N[C@@H](CO)C(=O)NCC(=O)N1	3	4	1	3	2	-8	1	-11	1

3 successive entries from above:
SMILES	LYPLA1 inh	PAFAH1B2 inh	LYPLA2 inh	PREPL inhibitor	PAFAH2 inh	PAD4 FP inh	GSTO1 counter	PAFAH1B3 inh	pPAFAH FP inh
Cc1ccc(S(=O)(=O)N2CCOCC2)cc1NC(=O)CSCc1c(C)noc1C	1	1	7	7	0	-1	nt	8	-6
O=C(Nc1ccc2c(c1)OCCO2)c1cnc2ccccn2c1=O	2	-2	0	0	3	-5	8	-2	4
CC(C)(C)NC(=O)Cn1cnc([N+](=O)[O-])n1	0	-5	-4	9	6	3	-3	6	-5

Next part
SMILES	LYPLA1 inh	PAFAH1B2 inh	LYPLA2 inh	PREPL inhibitor	PAFAH2 inh	PAD4 FP inh	GSTO1 counter	PAFAH1B3 inh	pPAFAH FP inh
CC1CCN(C(=O)CCNS(=O)(=O)c2ccc(Cl)cc2)CC1	1	11	4	6	-5	-1	6	3	6
CCOc1ccc(C/C(N)=N/n2cnnc2)cc1	-4	3	1	2	-2	0	-6	13	1
CCn1c(SCC(=O)c2cc(C)n(-c3ccc(C(=O)OC)cc3)c2C)nnc1-c1cccnc1	-6	7	-3	-5	4	-3	2	8	22
O=C1c2ccccc2NC(c2cc(Cl)cc(Cl)c2O)N1Cc1cccnc1 (centres undefined)	1	5	-7	0	12	-3	4	10	6
COc1ccc(N(C(=O)c2ccc(Br)o2)C2C=CS(=O)(=O)C2)cc1 (centres undefined)	5	2	4	4	-3	1	5	8	1
CCOC(=O)C1=C(CS(=O)(=O)c2ccc(F)c(C)c2)NC(=O)NC1c1ccc(O)c(O)c1 (centres undefined)	-1	4	3	0	12	0	12	4	-4
N#Cc1c(-c2cccs2)cc(C2CC2)nc1SCC(N)=O	0	4	0	4	6	-3	0	-1	7
Cc1[nH]c2ccccc2c1C(=O)CSc1nc2ncc(Cl)cc2[nH]1	-6	-37	-10	15	-63	-1	-28	-74	4
CCOc1ccc(C(=O)OCC(=O)NC(C)C)cc1	2	-1	-2	-12	55*	-3	-2	0	2
Cc1ccc(NC(=O)CSCC(=O)Nc2ccc(S(=O)(=O)N3CCOCC3)cc2)cc1	0	2	5	6	-2	-2	-2	-6	2
CC(=O)Nc1ccc2nc(NS(=O)(=O)c3ccc(C)cc3)sc2c1	-4	6	8	-1	1	-2	-6	14	26*
CCOC(=O)C(C)Sc1ccc2nnc(CCNS(=O)(=O)c3ccccc3)n2n1 (centres undefined)	0	7	3	-1	-1	1	1	1	4
CC1CCN(S(=O)(=O)N2CCC(C(=O)NC3CCCC3)CC2)CC1	-1	5	-1	13	-2	0	8	11	4
CC(C)CC(=O)NC(=S)Nc1ccccc1C(=O)Nc1ccccc1	-1	-1	-3	3	-9	-3	2	-2	2
O=C(c1ccc(OC2CCN(Cc3ccccn3)CC2)cc1)N1CCCCCC1	4	5	4	-2	-5	-2	11	6	2
COc1ccc2cnn(-c3ccc(OC(F)(F)Cl)cc3)c(=O)c2c1OC	0	5	-1	8	-2	2	-2	4	0
CC1CCN(C2=NC(=O)/C(=C/c3cn[nH]c3-c3ccccc3)S2)CC1	0	6	2	5	12	0	0	10	2

Bioassay records from PubChem BioAssay.

Some of the compounds tested; rates above refer to the full screens.
